High-throughput results from PubChem.
PKM2 activator: qHTS Assay for Activators of Human Muscle isoform 2 Pyruvate Kinase. Pyruvate kinase PKM (Homo sapiens), P14618. purified PKM2, Kinase-Glo ATP luminescence, activation; response scale: 0% is enzyme alone, no compound. Potency, µM (series often up to 57.5 µM), for the others: at the top dose activation, usual class: activators. hit rate 0.34% among 260,000. AID 1631, 2009; also: potency is read from the fitted curve at half-maximal effect; % is scaled to controls: 0 for no effect and ±100 for the full control effect; nearly all actives have a fitted effect of over 55% in size
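Kinase-Glo luminescence reports ATP generated from ADP (0.1 mM) and PEP (0.5 mM) by purified hPK-M2 after 1 h at room temperature, pH 7.2 imidazole buffer; intermediate enzyme activity allows detecting inhibitors and activators.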
NPC1 prom act: qHTS Assay for NPC1 Promoter Activators; Huh7 NPC1 promoter luciferase reporter, 24 h; Potency, µM (series often up to 9.22 µM), inactives show top-dose activation, hits mostly activators; hit rate 2.4% among 320,000; AID 485313, 2010;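 also: potency is read from the fitted curve at half-maximal effect; % of control where 0% means no effect; nearly all actives have a fitted effect of over 60% in size; reporter is driven by a mutant NPC1 promoter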
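Compounds in DMSO were transferred onto Huh7 NPC1-luciferase reporter cells pre-incubated 2 h; after 24 h at 37 °C, Amplite reagent was dispensed and luminescence recorded 10 min later.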
p53 reactivator: qHTS assay for re-activators of p53 using a Luc reporter | H1299 p53-A138V BP100-luciferase reporter, luminescence, 24 h | Potency, µM (doses to about 92.2 µM), inactives show at the highest dose activity change, positive = activation, most hits filed as activators | hit rate 0.063% among 320,000; also: potency is read from the fitted curve at half-maximal effect; % of control where 0% means no effect; nearly all actives have a fitted effect of over 45% in size
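H1299 (p53-null), stable ts p53-A138V + BP100-Luc; 1000 cells/well, Opti-MEM/10% FBS; cpd 4 pt, 1:5; 24 h, 37 deg C, 5% CO2; detection reagent 10 min RT; luminescence.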
RORg inh: qHTS for inhibitors of ROR gamma transcriptional activity. Nuclear receptor ROR-gamma (Mus musculus), P51450. Drosophila S2 Gal4-RORgamma UAS-luciferase reporter, 20 h. Potency, µM (highest dose often 53.6 µM), for inactives: at the top dose activity change, negative = inhibition, usual class: inhibitors. hit rate 5.4% among 310,000; also: potency is read from the fitted curve at half-maximal effect; % is scaled to controls: 0 for no effect and ±100 for the full control effect; nearly all actives have a fitted effect of over 60% in size
Target sequence (P51450 whole entry, looked up, the tested form may be a part): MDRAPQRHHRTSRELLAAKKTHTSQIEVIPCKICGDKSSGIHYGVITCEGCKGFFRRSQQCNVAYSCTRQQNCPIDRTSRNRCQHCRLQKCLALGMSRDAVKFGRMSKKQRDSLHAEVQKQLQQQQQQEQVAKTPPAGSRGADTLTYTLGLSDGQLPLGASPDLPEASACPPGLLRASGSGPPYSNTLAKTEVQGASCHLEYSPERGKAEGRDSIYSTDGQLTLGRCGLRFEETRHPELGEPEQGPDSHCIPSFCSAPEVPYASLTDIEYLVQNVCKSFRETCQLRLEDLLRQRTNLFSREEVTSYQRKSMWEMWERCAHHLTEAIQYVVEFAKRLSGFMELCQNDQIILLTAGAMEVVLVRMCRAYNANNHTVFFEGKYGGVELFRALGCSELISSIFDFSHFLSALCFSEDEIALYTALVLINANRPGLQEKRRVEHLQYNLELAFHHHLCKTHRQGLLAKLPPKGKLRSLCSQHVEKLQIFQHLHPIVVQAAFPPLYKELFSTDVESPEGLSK
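Luminescence from a UAS-regulated Photinus luciferase reporter in stably transfected Drosophila Schneider cells is measured; decreased signal marks ROR gamma inhibition. Fusion expression is induced by 700 uM copper sulfate for 20 hr.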
Rab9 promoter act: qHTS Assay for Rab9 Promoter Activators. Huh7 Rab9 promoter-luciferase reporter, luminescence, 24 h. Potency, µM (highest dose often 9.22 µM), for inactives: at the highest dose activation, negative = inhibition, usual class: activators. hit rate 2.8% among 320,000. AID 485297, 2010; also: potency is read from the fitted curve at half-maximal effect; % of control where 0% means no effect; nearly all actives have a fitted effect of over 60% in size
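Quantitative HTS format; Huh7 Rab9-luciferase reporter cells (1500/well) receive compound 2 h post-plating, incubate 24 h at 37 °C, then get luciferase reagent for 10 min before luminescence reading.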
Menin-MLL TR inh: qHTS Assay for Inhibitors Targeting the Menin-MLL Interaction in MLL Related Leukemias: Competition With Texas Red Labeled MLL-derived Mutant Peptide. O00255. Menin + Texas Red MLL mutant peptide, fluorescence polarization. Potency, µM (top dose mostly 61.6 µM), inactives show at the highest dose FP activity change, negative = inhibition, hits mostly inhibitors. hit rate 0.23% among 270,000; active = well fitted inhibition curve with a large enough effect in the polarisation, with a control signal flat, not every such curve was filed as active; inconclusive = small, poorly fitted or top-dose-only effect, or effect the other way, or a change in a side signal; inactive = no such curve, though single readings can be large or run the other way; the % refers to the polarisation; also: potency is read from the fitted curve at half-maximal effect; % of control where 0% means no effect; many of its hits are not listed in these tables
Target sequence (O00255 whole entry, looked up): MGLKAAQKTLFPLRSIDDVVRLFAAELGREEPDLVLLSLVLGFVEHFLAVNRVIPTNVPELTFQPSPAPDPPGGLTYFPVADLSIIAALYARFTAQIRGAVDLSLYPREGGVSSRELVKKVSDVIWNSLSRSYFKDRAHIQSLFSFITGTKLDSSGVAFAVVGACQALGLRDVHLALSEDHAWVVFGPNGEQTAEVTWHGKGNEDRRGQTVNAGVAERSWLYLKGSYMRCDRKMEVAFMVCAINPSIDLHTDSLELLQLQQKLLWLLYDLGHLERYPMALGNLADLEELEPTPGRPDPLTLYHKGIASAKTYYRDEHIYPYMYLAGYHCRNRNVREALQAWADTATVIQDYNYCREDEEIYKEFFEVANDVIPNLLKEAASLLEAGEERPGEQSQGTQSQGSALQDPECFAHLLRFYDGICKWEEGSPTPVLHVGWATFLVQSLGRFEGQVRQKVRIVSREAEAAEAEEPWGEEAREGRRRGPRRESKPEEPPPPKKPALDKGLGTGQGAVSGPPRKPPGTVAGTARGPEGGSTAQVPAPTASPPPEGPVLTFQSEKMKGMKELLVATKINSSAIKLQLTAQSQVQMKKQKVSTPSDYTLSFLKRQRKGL
BRCA1 expr act: qHTS Assay to Identify Small Molecule Activators of BRCA1 Expression; MCF7-BRCA1-FFLuc reporter, luminescence, 48 h; response scale: scaled: vehicle 0%, 10 µM genistein 100%; Potency, µM (top dose mostly 46.1 µM), for the others: at the highest dose activation, usual class: activators; hit rate 1.1% among 380,000; AID 624202, 2012; also: potency is read from the fitted curve at half-maximal effect; nearly all actives have a fitted effect of over 80% in size; some results filed as inactive show a strong effect at the top dose
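Luminescence from a BRCA1-driven firefly luciferase in MCF7 cells was the read-out, taken 15 min after substrate addition following 48 h compound exposure at 37 °C. Data were normalized to a 10 microM genistein control and DMSO vehicle.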
Giardia kill: Small Molecules that selectively kill Giardia lamblia: qHTS; Giardia lamblia trophozoite viability; activity change, % at 7.66 µM, hits read low; hit rate 0.15% among 340,000; in the data active = activity change below about -80%; inconclusive = between about -30% and that limit;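 also: parasites exposed to compound for two days anaerobically before the ATP read; % is scaled to controls: 0 for no effect and ±100 for the full control effect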
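Anaerobic 48 hrs incubation at 37 deg C of 100 trophozoites/well with test compounds; ATPLite 1-Step luminescence, 15-30 min RT, reports cellular ATP as viability.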
ELG1 genotoxic: qHTS screen for small molecules that induce genotoxicity in human embryonic kidney (HEK293T) cells expressing luciferase-tagged ELG1; AID 504466, 2011; hit rate 1.3% among 330,000; Potency, µM (highest dose often 46 µM), for inactives: at the highest dose activity change, positive = activation, actives largely listed as activators; HEK293T ELG1-luciferase reporter, luminescence, 16 h; also: potency is read from the fitted curve at half-maximal effect; % of control where 0% means no effect; nearly all actives have a fitted effect of over 60% in size
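After overnight (16 hr) compound treatment at 37 °C, ELG1-luciferase HEK293T cells were lysed with ONE-Glo; luminescence quantified 30 min later at room temperature.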
VP16 counter: VP16 counterscreen qHTS for inhibitors of ROR gamma transcriptional activity. Drosophila S2 Gal4-VP16 UAS-luciferase, luminescence, 20 h. Potency, µM (top dose mostly 53.6 µM), inactives show at the top dose activity, negative = inhibition, actives largely listed as inhibitors. hit rate 3.5% among 310,000. AID 2546, 2010;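 also: Gal4-VP16 expression switched on by copper sulfate through the metallothionein promoter; potency is read from the fitted curve at half-maximal effect; % is scaled to controls: 0 for no effect and ±100 for the full control effect; nearly all actives have a fitted effect of over 50% in size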
FLuc modulator: qHTS profiling assay for firefly luciferase inhibitor/activator using purifed enzyme and Km concentrations of substrates (counterscreen for miR-21 project); purified FLuc, Km substrates, luminescence inhibition; Potency, µM (titrated, usually from 57.5 µM), without a hit: at the top dose activity change, negative = inhibition, hits mostly inhibitors; AID 588342, 2011; Luciferin 4-monooxygenase (Photinus pyralis), P08659; hit rate 6.9% among 360,000;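 also: potency is read from the fitted curve at half-maximal effect; plate controls were vehicle for no effect and reference inhibitor for full effect; nearly all actives have a fitted effect of over 55% in size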
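Purified P. pyralis luciferase, 10 nM final, with Km-level 10 uM D-luciferin and 10 uM ATP in 50 mM Tris acetate pH 7.5, 10 mM Mg acetate, 0.01% Tween-20, 0.05% BSA; 6-point qHTS titration about 60 µM downward; luminescence read.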
Active calls of the source: *; ? = inconclusive; . = not tested or not shown; [ ] = dose if it differs, or a comment. Unless noted, calls follow the shape of the dose curve; as a rule, active = well fitted curve in the direction sought with a large enough effect; inconclusive = small, poorly fitted or top-dose-only effect, or another doubt; inactive = no such curve, though single readings can be large; an effect the other way counts as inactive or inconclusive. Some of the compounds tested. The share of hits here may be higher or lower than overall.

SMILES	PKM2 activator	NPC1 prom act	p53 reactivator	RORg inh	Rab9 promoter act	Menin-MLL TR inh	BRCA1 expr act	Giardia kill	ELG1 genotoxic	VP16 counter	FLuc modulator
O=C(N/C(=C/C=C/c1ccccc1)C(=O)N1CCCCC1)c1ccc([N+](=O)[O-])cc1	2%	-4%	6%	-4%	-3%	-25%	-4%	12	-5%	1%	2%
COc1ccc(-n2c(=O)c3c4c(sc3n(CC(=O)NC3CCCC3)c2=O)CCCC4)c(OC)c1	-9%	-3%	2%	20%	-1%	-26%	-20%	-2	-4%	20%	-3%
COc1ccc(NC(=O)COc2ccc3c(C)cc(=O)oc3c2)cc1S(=O)(=O)N1CCCCC1	.	-6%	-6%	.	-16%	.	8%	4	16%	.	-1%
CC(NC(=O)c1ccccc1F)c1nnc(SCC(=O)N2CCN(c3ccccc3)CC2)n1C (configuration not stated)	-1%	-6%	9%	6%	-3%	-18%	-5%	-6	-6%	1%	-1%
CCCCNCCOCCOc1ccccc1-c1ccccc1	2%	-6%	-1%	-17%	-13%	-27%	-45%	0	-3%	-4%	2%
C=CCNC(=S)NNC(=O)c1ccc(=O)n(Cc2ccc(Cl)cc2Cl)c1	-2%	-2%	2%	-41%	-2%	8%	-5%	-1	-7%	0%	?
O=C(Nc1ccccc1)Nc1nc(-c2ccc(Cl)cc2)cs1	-13%	1%	2%	3%	-2%	?	36%	9	12%	-13%	-2%
CC1CCCCC1NC(=O)COC(=O)c1ccc2c(c1Cl)C(=O)c1ccccc1C2=O (configuration not stated)	-2%	0%	3%	-1%[10 µM]	2%	20%	0%	7	?	-2%	-1%
CCN(c1cccc(C)c1)S(=O)(=O)c1cccc(C(=O)O)c1	-5%	1%	-3%	19%	3%	-6%	7%	-26	-3%	11%	1%
CC(=O)Nc1ccc(SCC(=O)N(CCC#N)c2cc(C)cc(C)c2)cc1	2%	-1%	-4%	4%	-2%	-9%	0%	22	0%	22%	10%
O=C(O)c1ccc2c(c1)C(=O)N(CCCCCCCN1C(=O)c3ccc(C(=O)O)cc3C1=O)C2=O	1%	-2%	.	4%	3%	12%	-1%	-12	1%	-2%	6%
CCN1CCN(c2ccc(N3CCN(C(=O)c4ccc(Br)o4)CC3)nn2)CC1	.	-2%	-2%	.	-4%	.	-1%	-21	5%	.	-19%
COc1ccccc1-n1c(CNC(=O)c2cccs2)n[nH]c1=S	-2%	-3%	1%	-23%	-1%	1%	-6%	16	16%	4%	1%
CCCc1cc(=O)[nH]c(SCC(=O)CSc2nc(CCC)cc(=O)[nH]2)n1	10%	-2%	3%	-31%	-6%	-2%	0%	-8	-3%	-1%	1%
CCCC(C(=O)NC1CCCC1)N(C(=O)Cn1nnc(-c2ccc(C)o2)n1)C1CCCC1 (configuration not stated)	27%	0%	-4%	-6%	-4%	5%	-41%	-11	-4%	-5%	-20%
CCc1ccc(OCC(=O)NC(NC(=S)Nc2ccccc2C)C(Cl)(Cl)Cl)cc1 (configuration not stated)	4%	-3%	?	6.3µM*	0%	?	-73%	8	-1%	5µM*	7%
C=CCNc1nnc(-c2ccncc2)s1	0%	0%	30%	3%	16%	-3%	37%	3	-1%	2%	-1%
CCN(CC)CCn1c2c(c(SCC(=O)Nc3ccccc3Cl)nc1=O)CCC2	.	5%	4%	.	-4%	.	1%	-13	-8%	.	1%
CS(=O)(=O)N(CC(=O)NCCSC1CCCCC1)c1cccc(F)c1	7%	0%	-10%	18%	-1%	10%	61%	-8	-2%	0%	-2%
CC1=CC=CN2C1=NC(=O)CC2(C)C(=O)N(CC(=O)NC1CCCC1)c1cc(C)cc(C)c1 (configuration not stated)	7%	-1%	-1%	10%	-1%	-3%	-7%	-6	-2%	-7%	-2%
COc1ccc(/C=N/NC(N)=S)cc1OC(=O)c1cccc2ccccc12	0%	1%	4%	2.5µM*	5%	.	-59%	-21	-5%	5µM*	6µM*
Cc1nn(C)c(C)c1NC(=O)CCSc1nc(-c2ccco2)cc(C(F)(F)F)n1	8%	-4%	-10%	13%	-12%	-22%	17%	-14	-12%	18%	0%
Cc1cc(C)c(S(=O)(=O)Nc2nccs2)c(C)c1	-1%	-3%	2%	-1%	-5%	9%	12%	-7	1%	-6%	1%
NC(=O)c1ccc2nc(-c3ccccc3)c(-c3ccccc3)nc2c1	.	1%	-8%	-1%	-1%	0%	-35%	-10	-4%	0%	-2%
Cc1ccc(Cl)c(NC(=O)COC(=O)c2nn(C)c(=O)c3ccccc23)c1Cl	.	-4%	4%	.	-2%	.	-8%	-24	-2%	.	3%
CCN(CC)c1ncnnc1-c1ccccc1	8%	-3%	14%	12%	2%	-1%	-12%	-3	0%	-6%	-7%
CC1CN(S(=O)(=O)c2ccccc2)C(C)CN1S(=O)(=O)c1ccccc1 (configuration not stated)	-2%	-1%	-14%	-8%	0%	-2%	-4%	32[activator]	0%	1%	2%
CC(=O)N1CCC2(CC1)C(C#N)=C(N)Oc1n[nH]c(C(F)(F)F)c12	0%	-2%	2%	13%	-2%	-3%	-3%	-13	0%	11%	1%
CC(=O)Oc1ccc(C(=O)[C@H]2[C@H]3C(=O)N(c4cccc5ccccc45)C(=O)[C@H]3[C@@H]3C=CC=NN32)cc1	28%	-1%	-3%	-30%	-7%	?	-7%	-4	-1%	17%	-4%
Cc1c(Cl)cccc1NC(=O)COC(=O)C12CC3CC(CC(O)(C3)C1)C2	.	8%	?	.	0%	.	9%	10	-2%	.	?
Cc1ccc2cc(/C=N/NC(=O)[C@H]3C[C@@H]3c3ccccc3)c(Cl)nc2c1	4%	8%	?	40%	2%	7%	7%	9	5%	-7%	?
COc1ccc(N2C3=C(C(=O)CC(C)(C)C3)C(c3ccccc3OC)C3=C2CC(C)(C)CC3=O)cc1	2%	-1%	2%	5%	-5%	.	-15%	8	-3%	-10%	-10%
CCCCn1c(N)c(N(CC)C(=O)/C=C/c2ccco2)c(=O)[nH]c1=O	6%	-1%	3%	-2%	-5%	1%	-20%	6	3%	-4%	0%
COC(=O)[C@H]1CN(C(=O)c2ccccc2)C(=O)N1	6%	2%	14%	-20%	1%	6%	3%	-25	-4%	-12%	0%
O=C(N/C(=C/c1ccc(F)cc1)C(=O)N1CCCCC1)c1ccco1	-2%	-2%	23%	-6%	11%	.	19%	-22	1%	-3%	5%
COc1cc(/C=N/O)cc(Cl)c1OC	9%	1%	-1%	-3%	1%	-3%	18%	0	-1%	10%	0%
COc1ccc(OCc2cc(C(=O)N(C)Cc3cc(C4CC4)n[nH]3)no2)c(Cl)c1	.	3.5µM*	?	?	2.8µM*	-1%	?	?	?	-6%	12µM*
COC(=O)Cn1cnc2c(nnn2-c2ccc(C)cc2)c1=O	0%	2%	-7%	4%	-4%	3%	-9%	-11	1%	2%	1%
CC(C)(/C=N/O)N(O)C=C1C=CC(=O)C=C1	-9%	0%	-3%	24%	-2%	.	-1%	32[activator]	1%	-10%	0%
N#C/C(=C\c1ccc(-c2ccc(F)cc2)o1)C(=O)Nc1nc(-c2cccs2)cs1	-19%	4%	-10%	21%	1%	20%	-9%	-17	2%	1%	-3%
CN1CCN(S(=O)(=O)c2ccc(NS(=O)(=O)c3ccccc3)cc2)CC1	-1%	-1%	4%	14%	4%	.	-9%	1	2%	3%	6%
CC1CCCN(c2nc3c(c(=O)[nH]c(=O)n3C)n2CCSc2nc3ccccc3o2)C1 (configuration not stated)	-14%	1%	4%	1%	-4%	-3%	-10%	16	-4%	-8%	-8%
CC1CCN(CCCCOc2cccc(Br)c2)CC1	-11%	-2%	-7%	-19%	-2%	-12%	-34%	0	-2%	-2%	0%
CC(C)=CC(=O)Nc1ccc(Cl)cc1	0%	1.6µM*	10%	-29%	1.4µM*	4%	3.2µM*	8	?	-24%	11µM*
Cc1ccc(CS(=O)(=O)CCC(=O)NCCC(C)C)cc1	0%	-2%	-4%	18%	-3%	-6%	14%	3	2%	-5%	-1%
S=C(Nc1ccc(Cl)c(Cl)c1)N1CCCC1	.	-3%	5%	?	6%	9%	-6%	2	1%	-4%	2%
O=C(c1ccc2c3c(cccc13)CC2)N1CCOCC1	10%	-2%	-9%	10%	-5%	?	-17%	-18	1%	2%	0%
